Compound activity (PubChem)
Furin inh: human furin inhibitors, primary screen, biochemical, fluorescence intensity; purified furin, fluorogenic substrate cleavage; AID 463115, 2010; actives 0.061% (n = 220,000); inhibition, % at 30 µM; P09958; in the data active = inhibition above about 25%; note: inactives centre near -15
PERK inh: block of dimerizer-induced PERK translation repression, primary screen, PERK inhibitor project, CHO PERK-DD cells, SEAP luminescence, HTS; inhibition, % at 5.6 µM; actives 0.17% (n = 220,000); AID 1416, 2008; CHO PERK-DD fusion, SEAP luminescence translation reporter;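 active = inhibition above the mean inhibition of all tested compounds plus 3 SD, set separately per screening campaign, cut at about 2.9% in these data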;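 note: PERK kinase domain activated by AP20187 dimerizer at 100 nM; 0% = DMSO with dimerizer and 100% = rapamycin at 8.4 µM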
Wee1 stabilizer: Wee1 degradation inhibitors, primary screen, cell-based, HeLa, Wee1K328M-luciferase, luminescence | Wee1-like protein kinase (Homo sapiens), P30291 | AID 1321, 2008 | actives 1.2% (n = 220,000) | reporter increase, % at 5 µM | HeLa Luc-Wee1K328M stability; 100% = proteasome inhibitor MG132 effect;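 active = activation above the mean of all tested compounds plus 3 SD, set per screening run, cut at about 8.8% in these data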;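 note: cells exposed to compound for 20 h before luminescence read; 0% = DMSO alone and 100% = MG132 at 30 µM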
hK5 inh: human KLK5 protease inhibitors, primary screen, biochemical, 1536-well; inhibition, % at 5 µM; Kallikrein-5 (Homo sapiens), Q9Y337; recombinant hK5, fluorogenic AMC substrate cleavage; actives 0.59% (n = 210,000);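 active = inhibition of 40% or more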;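 note: 0% = enzyme controls without compound and 100% = no-enzyme blanks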
Target sequence (Q9Y337 67-293 limits assumed): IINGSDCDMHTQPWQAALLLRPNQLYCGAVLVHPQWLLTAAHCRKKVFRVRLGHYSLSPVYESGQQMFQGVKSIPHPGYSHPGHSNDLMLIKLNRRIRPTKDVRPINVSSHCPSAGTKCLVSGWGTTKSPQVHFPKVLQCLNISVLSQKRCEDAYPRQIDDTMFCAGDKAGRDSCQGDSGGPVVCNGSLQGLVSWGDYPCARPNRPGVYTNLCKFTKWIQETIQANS
Cl transport mod: KCC2 cotransporter modulators, thallium flux, primary screen, cell-based, HEK293 KCC2, FluoZin-2 fluorescence, MLSMR; B-score of Tl+ flux slope (higher = more flux/activation; lower = inhibition) at 10 µM; KCC2 cells, thallium flux FluoZin-2 fluorescence; Solute carrier family 12 member 5 (Homo sapiens), Q9H2X9; actives 2.2% (n = 190,000);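 active = thallium flux slope and its plate-corrected score both differing from the plate sample mean at a set confidence after two filtering rounds, in either direction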;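 note: slope of fluorescence scaled to starting intensity during 10 to 20 s after thallium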
thrombin 1536: human alpha-thrombin inhibitors, primary screen, counter-screen for coagulation protease inhibitor project, biochemical, 1536-well, fluorogenic AMC substrate. Boc-VPR-AMC fluorogenic substrate cleavage. actives 0.26% (n = 220,000). Prothrombin (Homo sapiens), P00734. inhibition, % at 5 µM;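 active = inhibition at or above 40%; inactive = inhibition below 40%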;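 note: 0% = enzyme with no compound and 100% = wells without enzyme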
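Test system: human alpha-thrombin; medium: pH 7.5 Tris-saline with Tween 20; times: reaction at room temperature; signal: AMC fluorescence at 355 nm excitation and 460 nm emission; also added: Boc-VPR-AMC substrate, 15 µM final; dosing: one concentration per compound, 5 µM, with 0.2% DMSO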
p97 ATPase inh: inhibitors of human p97 ATPase, primary screen, biochemical; Transitional endoplasmic reticulum ATPase (Homo sapiens), P55072; recombinant p97 ATPase, Kinase-Glo ATP luminescence, 3 h; inhibition, % at 8 µM; actives 0.42% (n = 220,000); AID 1481, 2009; in the data active = inhibition above about 15%;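 note: 0% = DMSO vehicle and 100% = wells lacking enzyme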
FXIIa inh 1536: human FXIIa protease inhibitors, primary screen, biochemical, 1536-well | AID 800, 2007 | inhibition, % at 5 µM | purified FXIIa, Boc-QGR-AMC fluorogenic substrate, 2 h | Coagulation factor XII (Homo sapiens), P00748 | actives 0.3% (n = 220,000); in the data active = inhibition above about 40%;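 note: 0% = enzyme with no compound and 100% = blank without enzyme; many of its hits are not listed in these tables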
FXIa inh 1536: human FXIa protease inhibitors, primary screen, biochemical, 1536-well; Coagulation factor XI (Homo sapiens), P03951; purified FXIa, Boc-Glu-Ala-Arg-AMC fluorogenic substrate; inhibition, % at 5 µM; actives 0.14% (n = 220,000); AID 798, 2007;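 active = inhibition of at least 40%; inactive = inhibition below 40%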;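 note: fluorescence of freed AMC excited at 355 nm; 0% = enzyme without compound and 100% = no enzyme blank; many of its hits are not listed in these tables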
Target sequence (P03951 19-387 limits assumed): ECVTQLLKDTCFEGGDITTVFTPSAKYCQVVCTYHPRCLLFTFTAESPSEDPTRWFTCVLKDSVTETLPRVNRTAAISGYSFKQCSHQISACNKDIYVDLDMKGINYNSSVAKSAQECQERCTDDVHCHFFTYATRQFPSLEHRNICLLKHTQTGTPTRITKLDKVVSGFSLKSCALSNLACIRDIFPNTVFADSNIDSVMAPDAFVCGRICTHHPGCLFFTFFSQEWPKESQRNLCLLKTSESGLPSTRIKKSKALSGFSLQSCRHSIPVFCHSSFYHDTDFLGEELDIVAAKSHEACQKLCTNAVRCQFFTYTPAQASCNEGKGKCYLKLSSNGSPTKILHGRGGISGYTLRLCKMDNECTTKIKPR
Target sequence (P03951 388-625 limits assumed): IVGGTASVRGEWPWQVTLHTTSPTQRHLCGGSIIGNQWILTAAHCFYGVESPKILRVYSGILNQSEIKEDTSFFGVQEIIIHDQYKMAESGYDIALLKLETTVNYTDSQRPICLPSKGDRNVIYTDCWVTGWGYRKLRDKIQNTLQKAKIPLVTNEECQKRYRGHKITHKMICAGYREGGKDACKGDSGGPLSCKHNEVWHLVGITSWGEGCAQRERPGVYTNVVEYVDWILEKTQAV
Active calls of the source: *; i = inactive; nt = no result given; [ ] = remark or other dose.

SMILES | Furin inh | PERK inh | Wee1 stabilizer | hK5 inh | Cl transport mod | thrombin 1536 | p97 ATPase inh | FXIIa inh 1536 | FXIa inh 1536
O=C(O)CCC(NS(=O)(=O)c1ccc(N2CCCC2=O)cc1)C(=O)O (stereo unspecified) | -19 | 0.5 | 0 | 11 | 0.67 | -3 | 6 | 12 | 7
COC(=O)C1CCN(S(=O)(=O)c2c(C)n(C)c(=O)n(C)c2=O)CC1 | -9 | 1.8 | -2 | -13 | 0.021 | -4 | -1 | 9 | 1
COc1cccc(/C=N/n2cncn2)c1OCC#N | -9 | 0.0 | -2 | -11 | 1.3 | 2 | -3 | 17 | 6
Cc1cc(NC(=O)C2CCCCC2C(=O)O)no1 (stereo unspecified) | -11[20 µM] | 0.1 | 1 | -11 | nt | -5 | -2 | 6 | -8
CC(NC(=O)COC(=O)CC(c1ccccc1)c1ccccc1)c1ccccc1 (stereo unspecified) | -13 | 0.9 | -1 | -8 | -4.7* | -1 | 0 | 8 | 2
Cc1cccc2cc(CN(CC3CCCO3)C(=O)c3cccnc3)c3nnnn3c12 (stereo unspecified) | -22 | 0.0 | 3 | -16 | nt | -6 | 4 | 17 | 1
CCOc1ccc(N(CC(=O)N2CCCC2)S(=O)(=O)c2c(C)noc2C)cc1 | -20 | 0.3 | -1 | 4 | nt | -2 | -3 | -3 | -8
Cc1cc(C)c(S(=O)(=O)N(C)CC(N)=O)c(C)c1 | -15[20 µM] | 0.7 | 1 | -16 | -0.9 | -6 | 3 | 1 | 1
COc1ccccc1NC(=O)COC(=O)C1CCN(/C=C/C(=O)C(F)(F)F)CC1 | -14 | 0.5 | -3 | -7 | -0.28 | 0 | 5 | 17 | 8
CCOc1ccc(CN2CCC(=O)NC2=O)cc1 | -32 | 1.5 | -1 | 1 | 0.71 | -13 | -2 | -20 | -7
CCOc1ccccc1/C=N/NC(=O)c1ccc(Cn2cc([N+](=O)[O-])cn2)o1 | -9[20 µM] | -0.7 | -2 | -4 | -0.11 | -3 | 5 | 11 | 0
N#Cc1ccccc1Sc1ccccc1C(=O)Nc1ccc2ccccc2c1 | -16 | 0.0 | 1 | -2 | -0.28 | -17 | 10 | 9 | 2
COc1cc(C)c(Br)cc1S(=O)(=O)N1CCCC1 | -11[20 µM] | 0.3 | -1 | 4 | nt | 0 | -1 | 8 | -5
Cc1cccc(N2CCN(C(=O)c3ccc(CNc4c(N5CCC(C)CC5)c(=O)c4=O)cc3)CC2)c1C | -17 | -0.2 | 3 | 3 | 0.87 | 3 | 2 | 6 | -4
Cn1c(CCNC(=O)c2cccs2)nnc1SCC(=O)Nc1nc(-c2ccccc2)cs1 | -8[20 µM] | -0.2 | -4 | -11 | -1 | -5 | -2 | -16 | -9
CCOC(=O)C(Sc1nnc2c3ccccc3n(CC)c2n1)C(=O)OCC | -9[20 µM] | -1.0 | 2 | -13 | -0.53 | -6 | 1 | 6 | -1
COc1ccc(-c2cn(-c3ccc(C)cc3)c(=O)n2CC(=O)Nc2cccc(F)c2)cc1 | -14[20 µM] | -1.3 | 1 | 19 | nt | -2 | -4 | 9 | -5
CCN(CC)C(=O)c1cc(Cl)ccn1 | -9 | 1.5 | 0 | -16 | -0.25 | -3 | 2 | -2 | 3
Cc1ccc2[nH]c(=O)c(NC(N)=S)nc2c1 | -5[20 µM] | 0.2 | -1 | -20 | 0.55 | -5 | -4 | 10 | -5
Cc1ccc(C(=O)C(C(=O)/C=C/c2ccccc2)=C2SCCCS2)cc1 | 1[20 µM] | -1.6 | 2 | -7 | 1.1 | -1 | -3 | 9 | 7
CCOC(=O)/C(C#N)=C/c1cn(CCC(=O)O)nc1-c1ccc(F)cc1 | -5 | 0.1 | 3 | 1 | -0.26 | -2 | -1 | 7 | -2
CN(CC(=O)NCc1ccc(F)cc1)S(=O)(=O)c1cccc2nsnc12 | -12 | -0.2 | 3 | -9 | nt | 1 | -3 | 13 | -2
CC(=O)c1cccc(NS(=O)(=O)c2c(C)n[nH]c2C)c1 | -15[20 µM] | -0.7 | -2 | -7 | nt | -3 | -1 | 1 | -5
CC1CCN(C(=O)c2cc(-c3ccccc3O)on2)CC1 | -9 | 1.0 | 5 | -9 | 1.2 | -2 | 4 | 13 | 2
COc1ccc(-c2nc3c4ccccc4ccn3c2CN2CCOCC2)cc1OC | -22 | -2.4 | -1 | -3 | -0.32 | -3 | -1 | 5 | -3
CC(=O)N1CCN(C2=NC(=O)/C(=C\c3cccs3)S2)CC1 | -6 | 1.0 | 1 | 3 | 1.1 | -1 | 2 | 11 | 1
O=S(=O)(NCc1ccco1)c1cccc(S(=O)(=O)N2CCCCC2)c1 | -12 | -0.2 | -3 | 4 | 1.3 | 0 | -1 | 11 | 2
O=C(Nc1ccc([N+](=O)[O-])cc1)Nc1ccc(Cl)cc1F | -4 | 0.8 | 0 | 11 | -0.96 | -6 | 1 | 2 | -4
CN(C)S(=O)(=O)N1CCN(c2cc(Cl)ccc2Cl)CC1 | -13[20 µM] | 0.8 | -1 | 6 | -1.3 | -21 | 2 | -7 | 5
O=C1CN(CC(=O)N2CCOCC2)c2ccccc2O1 | -21 | 0.5 | 1 | 42* | -0.69 | 11 | 0 | 24 | 14
COc1ccc(-c2nc(=S)c3c(n2Cc2cccnc2)CC(C)(C)OC3)cc1 | -5 | 0.1 | 3 | 2 | -0.85 | -6 | 1 | 6 | 2
CCCOc1cccc(C(=O)Nc2cc(NC(=O)c3ccco3)ccc2OC)c1 | -20[20 µM] | -0.9 | -3 | 18 | 0.16 | 2 | 2 | 17 | 4
CCN(CC)C(=O)CSc1nnc(-c2cc3ccccc3cc2O)n1CC | -21 | 0.2 | -1 | -2 | 0.0091 | 4 | 2 | 13 | 26
CCOC(=O)Cc1csc(NC(=O)c2c(O)c3c(n(CC(C)C)c2=O)CCCC3)n1 | -10 | -0.5 | 6 | 15 | -0.48 | -7 | -30 | -2 | -7
Cc1c(Cl)cnc(NC(=O)COC(=O)Cc2coc3ccc4ccccc4c23)c1Cl | -18 | 0.3 | 1 | -22 | -1.1 | -5 | 5 | 8 | 8
Cc1ccc(N2C(=O)c3ccccc3C2=O)cc1C | 1[20 µM] | -0.5 | -2 | 3 | 0.033 | 2 | 1 | 15 | 9
CCCCN1C(=O)/C(=C2/Sc3ccccc3N2C)S/C1=N\c1ncn[nH]1 | -20 | 1.0 | 3 | 1 | 0.2 | 2 | -1 | 15 | 5
CCOC(=O)/C(=C/Nc1ccc(F)c(F)c1)[N+](=O)[O-] | -12 | 0.5 | 0 | 0 | -0.67 | -3 | 4 | 5 | 0
C1CN(c2nc3nonc3nc2N2C[C@H]3CC[C@H]2C3)CCS1 | -8 | 0.8 | 1 | -5 | 1.4 | -5 | 8 | 23 | -4
C=C(C)C(=O)OCC(=O)NCc1ccccc1 | -28 | 0.1 | 0 | -17 | 0.22 | 3 | 5 | 4 | -12

With a hit mark in Cl transport mod (from the list above):
SMILES | Furin inh | PERK inh | Wee1 stabilizer | hK5 inh | Cl transport mod | p97 ATPase inh | FXIIa inh 1536 | FXIa inh 1536
CC(NC(=O)COC(=O)CC(c1ccccc1)c1ccccc1)c1ccccc1 (stereo unspecified) | -13 | 0.9 | -1 | -8 | -4.7* | 0 | 8 | 2

Arranged by value in PERK inh (low to high): 3 of the compounds above
mol | PERK inh
Cc1ccc(N2C(=O)c3ccccc3C2=O)cc1C | -0.5
O=S(=O)(NCc1ccco1)c1cccc(S(=O)(=O)N2CCCCC2)c1 | -0.2
CCN(CC)C(=O)CSc1nnc(-c2cc3ccccc3cc2O)n1CC | 0.2

Other results follow.
SMILES | Furin inh | PERK inh | Wee1 stabilizer | hK5 inh | Cl transport mod | thrombin 1536 | p97 ATPase inh | FXIIa inh 1536 | FXIa inh 1536
CCc1ccc(NC(=O)Cn2c(SC)nc3ccccc32)cc1 | -16 | 0.2 | 0 | -1 | 0.52 | -1 | 1 | 15 | 4
COc1cccc(CN(C)CC(=O)Nc2ccccc2C(C)C)c1 | -16 | -0.3 | 0 | 3 | -1 | -4 | -4 | 8 | 0
CCC(C)(C)NC(=O)c1cc([N+](=O)[O-])ccc1N1CCOCC1 | -10 | -0.4 | 2 | 11 | 0.98 | 21 | -9 | 9 | 8
Cc1ccc(S(=O)(=O)N2CCOCC2)cc1C(=O)NCc1cccs1 | -20 | -0.1 | -1 | 15 | -0.086 | -4 | 1 | 7 | 9
Cn1cccc1/C=C1\CCC/C(=C\c2cccn2C)C1=O | -16[20 µM] | -0.3 | 0 | 0 | i | 1 | 2 | 4 | 16
Cc1cc(=O)n2[nH]c(-c3ccccc3)cc2n1 | -19[20 µM] | -0.3 | 0 | -5 | 1.2 | -2 | -3 | 10 | -3
CC(C)NC(=O)COC(=O)c1cccc(NS(=O)(=O)/C=C/c2ccccc2)c1 | -20 | 0.3 | -1 | -9 | 0.035 | -2 | 0 | 7 | -1
CCNC(=O)COC(=O)c1cccc(Br)c1 | -20 | 1.2 | 4 | 1 | -0.014 | 2 | 8 | 11 | 3
CC(Sc1nnc(Nc2ccccc2)s1)C(=O)Nc1nc(-c2ccccc2)cs1 (stereo unspecified) | -21 | 0.7 | 3 | 13 | nt | -1 | 3 | 13 | 3
CCNC(=O)c1c(NC(=O)C2COc3ccccc3O2)sc2c1CCCC2 (stereo unspecified) | -12[20 µM] | -0.8 | 1 | -20 | 0.35 | 4 | -7 | 23 | 21
Fc1ccc(NCc2cccnc2)cc1F | -22[20 µM] | -0.6 | 0 | 2 | -2 | 0 | 1 | 3 | -1
CCOC(=O)CN(C(=O)CSc1nnc(-c2ccncc2)n1CCCOC)c1ccccc1 | -10[20 µM] | -0.5 | -2 | -19 | -0.49 | -1 | -7 | 14 | 8
Cc1ccc(Cl)cc1NC(=O)c1ccccn1 | -1 | 0.9 | -2 | -3 | -0.002 | -4 | 1 | 5 | -5
O=C(NCc1ccncc1)Nc1ccc(Cl)cc1Cl | -11[20 µM] | 0.0 | 5 | 6 | 0.25 | -5 | -5 | 4 | -9
COc1ccc2nc(SCC(=O)Nc3ccc(S(=O)(=O)Nc4onc(C)c4C)cc3)[nH]c2c1 | -20[20 µM] | 1.1 | 3 | -12 | 0.35 | -2 | 2 | 9 | 3
COc1ccccc1NC(=O)c1ccc(Cl)c(S(=O)(=O)N2CCOCC2)c1 | -13 | -0.5 | -1 | 1 | nt | 1 | 4 | -9 | -5
CC(=O)c1ccc(N2CCN(C(=S)Nc3ccc(Cl)c(Cl)c3)CC2)cc1 | -25 | 1.4 | -5 | -2 | 0.073 | -6 | 6 | 7 | -1
Cc1ccc(C)c(NC(=O)CN(C)C(=O)Cc2ccccc2)c1 | -7 | 0.5 | -2 | -3 | 0.092 | 2 | 2 | 2 | -12
CNC(=O)/C(C#N)=C/c1cn(CC(=O)OC)c2ccccc12 | -15 | 0.8 | -3 | 9 | 0.18 | 0 | 0 | 7 | 8
